# sPLA2-III inh – Inhibits HGIII-sPLA2 liposome hydrolysis, primary screen. QFRET BODIPY PC-A2 liposome hydrolysis, fluorescence. inhibition, % at 12.2 µM. AID 743126. Q9NZ20. actives 0.56% (n = 370,000);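 active = inhibition above mean plus 3 SD of compounds lying within the high and low control bounds, cut at about 19% in these data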;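 note: 0% = median of test compound wells and 100% = no enzyme DMSO wells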
# ASAP1 inh – inhibitors of human ASAP1 ArfGAP activity | Q9ULH1 | inhibition, % at 16.5 µM | actives 0.19% (n = 360,000) | ASAP1-stimulated ARF1 GTP hydrolysis, GDP FP detection; in the data active = inhibition above about 25%;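 note: 0% = vehicle with enzyme and substrate and 100% = no enzyme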
# Target sequence (Q9ULH1 325-724 limits assumed): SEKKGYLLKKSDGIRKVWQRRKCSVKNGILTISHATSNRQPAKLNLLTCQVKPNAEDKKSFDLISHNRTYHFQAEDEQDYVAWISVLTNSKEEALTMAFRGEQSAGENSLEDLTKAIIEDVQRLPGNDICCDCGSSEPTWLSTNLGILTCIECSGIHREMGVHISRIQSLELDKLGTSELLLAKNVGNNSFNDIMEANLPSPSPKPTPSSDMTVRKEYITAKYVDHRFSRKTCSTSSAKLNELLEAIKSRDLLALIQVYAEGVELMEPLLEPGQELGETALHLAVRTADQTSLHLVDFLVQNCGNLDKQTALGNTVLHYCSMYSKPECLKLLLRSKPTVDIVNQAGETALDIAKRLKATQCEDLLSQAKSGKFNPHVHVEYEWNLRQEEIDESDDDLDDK
# Rev-erbA mod – modulators of human Rev-erb alpha DNA binding; P20393; Rev-erbα–FITC-DNA binding, fluorescence polarization, 90 min; activity, % at 10 µM; actives 0.79% (n = 370,000); AID 1259318;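 active = activity above about 14%, limit read from the data; passing the limit was not always enough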;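 note: 0% = DMSO wells with 35 nM protein and 100% = DMSO wells with 750 nM protein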
# UHRF1 MBD2 ctr – UHRF1 methyl-DNA binding inhibition | Q96T88 | UHRF1 binding to methylated oligo, TR-FRET | inhibition, % at 4.4 µM | actives 0.75% (n = 370,000) | AID 687016; in the data active = inhibition above about 21%;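 note: UHRF1 SRA domain binding a hemimethylated CpG hairpin DNA probe; 0% = median of test compound wells and 100% = reference inhibitor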
# Tn6 DDE FP – inhibitors of Tn6 peptide binding to human fibrin DD(E) | actives 0.21% (n = 370,000) | inhibition, % at 8.3 µM | P02675 | Fibrin DD(E) TRITC-Tn6 fluorescence polarization displacement;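 active = inhibition above a per-campaign cutoff: mean of compounds within control limits plus 3 SD, cut at about 15% in these data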;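 note: 0% = median of all compound wells on the plate and 100% = blocking peptide control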
# ARFGAP1 inh – inhibits rat ARF GTPase activating protein 1; Q62848; Arfgap1-stimulated ARF1 GTP hydrolysis, GDP FP detection; inhibition, % at 16.5 µM; actives 0.26% (n = 360,000); AID 651572;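 active = inhibition above a per-plate limit, mean inhibition of low control wells plus 3 SD, cut at about 25% in these data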;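 note: 0% = DMSO wells with enzyme and 100% = wells lacking Arfgap1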
# Target sequence (Q62848 1-136 limits assumed): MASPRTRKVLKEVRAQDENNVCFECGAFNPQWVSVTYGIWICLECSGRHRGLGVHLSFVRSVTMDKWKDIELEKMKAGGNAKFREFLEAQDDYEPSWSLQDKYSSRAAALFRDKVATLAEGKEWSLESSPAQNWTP
#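 Assay system: Rat Arfgap1 GAP domain (His6, aa 1-136), purified enzyme | Buffer or medium: HEPES 25 mM pH 7.5, NaCl 150 mM, MgCl2, DTT | Schedule: GTP hydrolysis reaction 2 h at 25 °C | Signal: FP of antibody-bound GDP Alexa 633 tracer, ex 620/em 688 nm | Measure: Percent inhibition of Arfgap1-stimulated GTP hydrolysis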
# Tn7 DDE FP – inhibitors of Tn7 peptide binding to human fibrin DD(E); FP displacement of FITC-Tn7 peptide from fibrin DD(E); 0% = median of compound wells per plate; P02675; inhibition, % at 8.3 µM; AID 720508; actives 0.13% (n = 370,000);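 active = inhibition above the mean of compounds falling within the control limits plus 3 SD of them, cut at about 14% in these data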;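 note: 0% = plate median of compound wells and 100% = 10 µM Aha-Tn7 peptide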
#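 System: human fibrin DD(E); quantity: Fibrin-DD(E) at 2 µM final; also added: fluorescent Tn7 probe at 0.1 µM; compound dosing: single nominal test concentration of 8.3 µM per compound; schedule: 10 min preincubation, 3 h with tracer, room temperature; detection: fluorescence polarization of the labelled Tn7 tracer; repeats: one replicate per compound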
# proKLK7 act – activates the human kallikrein-7 zymogen | AID 652039 | actives 0.9% (n = 370,000) | activation, % at 7 µM | P49862 | purified proKLK7, EDANS-DABCYL substrate fluorescence; 100% is mature enzyme control, 0% vehicle;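 active = activation above the mean of all tested compounds plus 3 SD, computed per campaign excluding outliers beyond control limits, cut at about 13% in these data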
# Target sequence (P49862 whole entry, looked up): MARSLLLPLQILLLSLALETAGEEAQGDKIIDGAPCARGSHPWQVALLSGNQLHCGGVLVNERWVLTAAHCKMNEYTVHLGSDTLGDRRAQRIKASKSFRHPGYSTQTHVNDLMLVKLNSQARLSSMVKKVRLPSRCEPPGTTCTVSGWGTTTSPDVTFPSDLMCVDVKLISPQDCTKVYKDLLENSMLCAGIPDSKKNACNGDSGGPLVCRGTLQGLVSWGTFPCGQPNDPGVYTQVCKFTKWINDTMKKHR
# PLCg1 inh – blocks human PLC-gamma1 enzyme activity. P19174. purified PLC-gamma1, fluorogenic substrate, fluorescence. inhibition, % at 12.2 µM. actives 0.84% (n = 370,000). AID 720700; in the data active = inhibition above about 9.5%
# PLCb3 inh – blocks human PLC-beta3 enzyme activity; AID 720704; inhibition, % at 12.2 µM; actives 0.18% (n = 370,000); Purified PLC-beta3, fluorogenic substrate, fluorescence; in the data active = inhibition above about 11%;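 note: 0% = median of compound wells on plate and 100% = full blocker control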
# An asterisk follows results filed as active; i = inactive; / = no result given.
PLCg1 inh,PLCb3 inh,Tn7 DDE FP,ASAP1 inh,UHRF1 MBD2 ctr,sPLA2-III inh,ARFGAP1 inh,Rev-erbA mod,proKLK7 act,Tn6 DDE FP,SMILES
-100.6,-166.1,-2.0,13.1,-0.6,-2.6,17.1,0.1,-1.2,-14.1,c1cncc(CNc2ncnc3ccc(-c4ccc5c(c4)OCO5)cc23)c1
0.4,-2.2,2.9,-1.0,1.6,-2.4,-0.2,1.5,0.3,3.9,COc1cccc(N(C(=O)CNC(=O)c2ccco2)C(C(=O)NC2CCCCC2)c2ccncc2)c1 (stereo not drawn)
0.3,3.7,-4.9,4.0,-0.3,4.4,1.9,-2.4,0.1,-2.2,CC[C@@]1(C(=O)OC)N[C@H](CN(C)C(=O)Nc2ccc(C)cc2)[C@@H]2C(=O)N(C)C(=O)[C@@H]21
0.0,1.1,7.0,3.6,1.2,7.1,8.8,-2.0,0.0,-3.4,CCCOc1ccc(N/C=C/C(=O)C(C)(C)C)cc1
2.5,3.2,-0.7,-14.7,0.7,-4.4,9.8,0.3,0.2,2.1,COc1cccc(C(=O)NNC(=O)CCc2ccccc2)c1
-7.5,-7.5,-6.3,-1.9,-3.5,5.6,-9.6,-0.6,1.0,2.6,Fc1ccccc1/C=C/c1ccc2ccccc2n1
1.3,1.7,-0.9,3.4,-1.3,-3.2,-1.1,0.4,-0.7,7.8,CC(C)CCNC(=O)C(=O)NC1CCCC1
5.5,1.4,-7.2,/,2.3,0.4,/,6.1,-0.1,4.0,COC(=O)[C@]12C[C@H](CC(=O)NCc3ccc(C)o3)C(=O)N(Cc3cccc4ccccc34)C1=C[C@H](C(C)C)O[C@@H]2C1CC1
3.0,2.1,-3.1,10.9,-0.9,-6.7,3.5,-5.3,-0.1,-8.5,O=C(c1ccc(N2CCOCC2)c([N+](=O)[O-])c1)N1CCN(S(=O)(=O)c2cccs2)CC1
2.5,4.2,-0.3,-0.7,5.4,-1.5,11.5,-1.6,0.1,3.6,CCOC(=O)c1ccc(CN2Cc3ccccc3C2=O)cc1
9.3,2.2,-19.5,-4.6,-3.5,1.1,-6.3,0.4,0.5,-7.1,CC1(C)CC(N2CCCC2)=CC(=[N+]2CCCC2)C1
3.3,-0.2,0.8,-4.8,-0.3,2.9,8.8,0.4,0.0,3.9,Cc1ccccc1Cn1c(=O)n(CCC(=O)NCc2ccc3c(c2)OCO3)c(=O)c2ccccc21
-3.3,0.0,-2.0,10.9,-0.8,-15.4,2.9,-8.4,-4.5,1.2,O=C(NCC1CCCO1)C(c1cccs1)N(Cc1ccccc1Cl)C(=O)c1ccc(-c2ccccc2)[nH]1 (stereo not drawn)
3.9,6.4,-8.4,-3.2,3.6,0.8,-4.0,6.8,-0.3,-8.7,CN(C)C(CNS(=O)(=O)c1ccc(Br)cc1)c1cccnc1 (stereo not drawn)
1.3,-4.0,-3.9,1.9,-0.8,-2.1,-7.9,-3.5,-0.9,2.9,O=C(CSc1nnc(NC(=O)c2ccco2)s1)Nc1ccc(F)cc1
-6.1,-9.0,3.7,-7.7,-0.6,2.4,7.9,0.4,-0.5,-12.2,CCOc1ccc(C(=O)NCC(=O)OC(C)C(=O)NCc2ccco2)cc1OCC (stereo not drawn)
4.1,0.1,-1.4,11.1,2.1,-5.1,4.1,3.0,-0.3,-5.1,COc1ccc([N+](=O)[O-])cc1N(CC(O)CN(C)C)S(=O)(=O)c1ccc(C)cc1 (stereo not drawn)
-3.3,1.7,5.2,9.2,-0.5,2.7,1.0,5.9,-0.4,8.0,Cc1cc(C)nc(Nc2ccccc2Br)n1
-0.9,0.8,0.2,/,6.1,-1.1,/,-2.3,0.3,1.3,O=S1(=O)C=CCN1Cc1cn(Cc2cccc(C(F)(F)F)c2)nn1
2.7,-2.9,-2.1,3.0,2.4,-11.9,-17.4,-0.1,1.0,-1.1,CCN(CC(=O)Nc1cccc(OC)c1)CC(=O)Nc1cccc2ccccc12

# Molecules from the list above that have fluorine (3):
PLCg1 inh,PLCb3 inh,Tn7 DDE FP,ASAP1 inh,UHRF1 MBD2 ctr,sPLA2-III inh,ARFGAP1 inh,Rev-erbA mod,proKLK7 act,Tn6 DDE FP,SMILES
-7.5,-7.5,-6.3,-1.9,-3.5,5.6,-9.6,-0.6,1.0,2.6,Fc1ccccc1/C=C/c1ccc2ccccc2n1
1.3,-4.0,-3.9,1.9,-0.8,-2.1,-7.9,-3.5,-0.9,2.9,O=C(CSc1nnc(NC(=O)c2ccco2)s1)Nc1ccc(F)cc1
-0.9,0.8,0.2,/,6.1,-1.1,/,-2.3,0.3,1.3,O=S1(=O)C=CCN1Cc1cn(Cc2cccc(C(F)(F)F)c2)nn1

# Further structures.
PLCg1 inh,PLCb3 inh,Tn7 DDE FP,ASAP1 inh,UHRF1 MBD2 ctr,sPLA2-III inh,ARFGAP1 inh,Rev-erbA mod,proKLK7 act,Tn6 DDE FP,SMILES
1.6,-0.2,-4.0,10.5,7.5,0.2,-5.8,-3.4,0.0,0.7,C[C@@H]1NC(=O)[C@H](CC(N)=O)NC(=O)c2cc([N+](=O)[O-])cc(I)c2OCC[C@@H](C(=O)NC(CC(=O)O)C(N)=O)NC1=O (stereo partly drawn)
3.6,-74.3,0.4,-2.3,-0.6,1.8,-6.0,-0.2,-0.7,1.8,CC(=O)N[C@H]1[C@H](OCc2ccccc2F)O[C@H](COC(C)=O)[C@@H](OC(C)=O)[C@@H]1OC(C)=O
11.1*,-5.5,-2.9,-7.6,19.3,-6.2,-18.4,-3.6,0.3,-3.8,CC(C)C(NC(=O)c1ccccc1)C(=O)OCC(=O)N1CCN(c2ccccc2)CC1 (stereo not drawn)
-236.1,-273.4,-2.4,1.0,-3.0,-16.0,2.6,-6.1,6.7,2.8,COc1ccccc1-c1c(C(F)(F)F)oc2c(CN(C)C)c(O)ccc2c1=O
-0.5,-0.5,4.1,11.6,0.5,0.9,3.6,-0.5,0.1,-2.0,COc1ccc(CCN2C(=O)C3CC(C)=C(C)CC3C2=O)cc1OC (stereo not drawn)
5.3,0.0,-2.7,7.6,0.1,1.7,3.2,4.9,1.0,-9.3,CCOC(=O)C(=CNCC(=O)OC)C(=O)OCC
0.2,-6.7,-1.2,-16.2,-0.7,5.5,-0.6,3.6,-0.4,-1.0,O=C(NC(=S)NCCCN1CCOCC1)c1ccco1
-0.5,5.6,1.8,3.5,22.9*,-1.2,-5.3,-4.1,0.2,-5.6,Clc1ccc(N2CCN(Cc3c[nH]c4ncccc34)CC2)cc1
0.7,-3.3,3.9,-13.4,2.1,3.5,3.1,0.5,0.1,3.7,CN(C)CCN1C(=O)NC(C)(c2ccc([N+](=O)[O-])cc2)C1=O (stereo not drawn)
1.5,-7.4,2.1,0.1,-0.5,-0.1,0.4,7.4,0.1,1.1,Cc1c(C(=O)NCC2CC2)sc(=O)n1Cc1cccc(F)c1
1.2,-0.1,7.2,4.9,-1.2,0.2,2.8,0.7,-0.3,2.4,Cn1ccnc1C1CCCCN1Cc1nc(Cc2cccc(C(F)(F)F)c2)no1 (stereo not drawn)
1.8,0.1,6.5,0.1,-3.2,-9.3,8.6,-3.6,0.1,11.8,Cc1ccc(OCC(=O)NNC(=O)c2cc3ccccc3o2)cc1
-47.2,-65.3,-4.1,-0.2,-2.5,-17.9,7.6,-0.3,-0.1,5.5,CC1(C)CC(=O)C/C(=N/Nc2nc3ccccc3s2)C1
-0.8,-4.8,2.4,-3.5,-0.1,-6.3,-12.2,-0.1,0.1,8.1,Cc1cc(C(=O)NCc2ccc3c(c2)OCO3)ccc1[N+](=O)[O-]
2.2,1.4,0.0,4.2,-0.9,-1.2,9.6,-3.5,-1.0,0.7,Cc1nc2ccccc2c(=O)n1/N=C/c1ccccc1
-3.0,-1.0,0.9,-0.3,-0.1,-2.5,-6.5,9.4,0.4,-2.6,OCCN1CCN(c2ncnc3nc[nH]c23)CC1
-2.8,-6.3,2.0,2.4,-0.1,-3.6,3.7,-1.1,-0.5,0.3,COCCCN(C(=S)Nc1ccc(C)cc1Cl)C(C)c1ccncc1 (stereo not drawn)
-2.4,-4.8,-2.1,2.8,-0.6,-0.4,2.8,-1.7,0.1,-5.4,C/C(=N\Nc1ccc2nncn2n1)c1ccccn1
-0.1,-7.6,-7.5,3.8,-0.8,-0.9,8.1,-1.0,-0.5,-10.7,CCOC(=O)C1(CCc2ccccc2)CCN(Cc2cc(OC)c(OC)cc2OC)CC1
-8.1,-13.8,1.1,-6.5,1.2,-13.3,-3.8,2.4,0.2,4.4,COc1cc(C(O)c2nc(-c3cccc4cccnc34)cs2)ccc1F (stereo not drawn)
2.9,1.0,-0.1,-1.9,1.9,1.4,-2.1,5.7,0.5,-3.7,N/C(=N\OC(=O)Oc1ccccc1)c1ccc(Cl)cc1
-0.1,-10.8,1.3,5.8,1.8,2.1,-8.6,-1.0,0.3,-6.5,CC(C)CN(C(=O)COC(=O)c1cccn1C)c1c(N)n(Cc2ccccc2)c(=O)[nH]c1=O
0.9,-7.8,6.7,1.2,-0.3,6.6,13.8,-2.9,-0.3,1.7,O=C(Cc1cccs1)N/N=C/c1ccccc1
7.0,-5.5,-2.2,15.3,6.4,4.0,10.3,4.0,0.2,-9.8,Cc1ccc(Cl)cc1N1CCN(C(=S)NCc2ccco2)CC1
-1.3,-10.7,2.0,-11.8,-1.0,-0.8,0.7,-2.6,-0.4,-0.4,CCN(CC)C1CCN(C(=O)c2cc(COc3ccc(F)cc3Cl)on2)C1 (stereo not drawn)
0.4,1.1,1.1,4.1,-3.9,-17.2,-0.6,9.7,0.3,2.9,COc1ccc(-c2nnn(CC(=O)N(Cc3cccs3)C(C)C(=O)NCCC(C)C)n2)cc1OC (stereo not drawn)
-0.5,-1.3,-1.9,-4.4,-1.9,-6.3,6.5,-5.3,-0.3,1.5,Cc1nc(CNS(=O)(=O)c2cc(C)c(C)cc2C)cs1
-1.6,0.9,1.1,2.1,1.8,1.5,-17.5,-1.4,0.5,-4.8,COc1cccc(NC(=O)COC(=O)CNS(=O)(=O)c2c(F)cccc2F)c1
4.8,1.4,1.7,-0.6,6.5,-0.5,6.8,-1.0,0.3,-10.7,O=C(Nc1cccc(S(=O)(=O)N2CCOCC2)c1)c1ccc(Cl)c([N+](=O)[O-])c1
-4.5,-1.9,5.1,/,-0.8,3.9,/,1.4,-0.3,-1.7,N#Cc1ccc(NC(=O)OC2CC3CC2[C@H]2CCCCN2C3)cc1 (stereo partly drawn)
i,i,-7.5,-0.7,-0.7,10.4,8.3,-1.3,63.1*,7.8,Cc1ccc(S(=O)(=O)NC(C(=O)Oc2ccc3ccc(=O)oc3c2)c2ccccc2)cc1 (stereo not drawn)
4.7,3.9,-1.6,6.8,1.5,8.1,2.5,-3.7,-0.1,-7.2,CC1Cc2ccccc2N1C(=O)COC(=O)CNC(=O)c1ccc(Br)o1 (stereo not drawn)

# Hits appear at their usual frequency; any-hit rate near 4.5%.
